NR3A LBD binder – modulates the human NR3A ligand-binding domain; Tm shift relative to glycine control, % at 25 µM; NR3A LBD differential scanning fluorimetry, Tm shift; 0% = protein alone, 100% = glycine-bound protein; hit rate 2.5% among 340,000; AID 1259313;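 active = melting temperature shift of at least 10% of the positive control shift, at one fixed dose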
PfGluPho inh – PfG6PD (Plasmodium falciparum) enzyme inhibition | AID 504690 | PfGluPho enzyme, NADPH resazurin-diaphorase fluorescence | inhibition, % at 20 µM | hit rate 0.78% among 350,000;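 active = inhibition reaching at least a set limit at 20 µM in the primary screen, cut at about 59% in these data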;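 also: 0% = DMSO wells with substrate and 100% = DMSO wells lacking glucose-6-phosphate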
hIAP activ – increases human intestinal alkaline phosphatase activity; hit rate 0.16% among 330,000; AID 2524; purified human IAP, CDP-Star luminescence, 30 min; stronger effect = higher value; 1 = vehicle-only enzyme, 0 = enzyme-free background; activation factor at 10 µM;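 active = activation factor of the enzyme at least 2-fold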; also: the source names both 10 and 20 µM as test concentration; values of inactives mirror those of a sister screen read the other way
Target sequence (P09923 whole entry, looked up): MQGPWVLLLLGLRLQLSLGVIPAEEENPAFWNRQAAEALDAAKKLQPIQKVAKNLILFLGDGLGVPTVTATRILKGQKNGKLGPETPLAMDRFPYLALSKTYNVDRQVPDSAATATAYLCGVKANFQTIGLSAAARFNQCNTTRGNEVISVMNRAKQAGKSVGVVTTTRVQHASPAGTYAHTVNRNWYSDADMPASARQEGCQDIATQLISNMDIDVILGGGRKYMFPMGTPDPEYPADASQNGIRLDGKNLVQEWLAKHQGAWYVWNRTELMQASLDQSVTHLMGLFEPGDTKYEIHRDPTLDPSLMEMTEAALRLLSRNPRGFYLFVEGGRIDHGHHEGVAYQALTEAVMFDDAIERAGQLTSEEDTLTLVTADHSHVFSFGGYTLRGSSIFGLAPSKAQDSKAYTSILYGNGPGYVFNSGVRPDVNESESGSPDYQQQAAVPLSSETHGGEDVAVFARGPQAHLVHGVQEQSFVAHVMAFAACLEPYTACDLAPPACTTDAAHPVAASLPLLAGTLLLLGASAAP
SENP6 inh – blocks the human protease SENP6 | Q9GZR1 | hit rate 1.8% among 330,000 | Recombinant SENP6 catalytic domain, aminoluciferin luminescence | inhibition, % at 10 µM | AID 2599;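 active = inhibition above about 50% at the single tested dose, limit read from the data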;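 also: plate controls were DMSO wells with enzyme for no effect and DMSO wells lacking enzyme for full effect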
SENP8 inh – inhibitors of human SENP8 protease | Q96LD8 | recombinant SENP8, Nedd8 substrate fluorescence | inhibition, % at 20 µM | hit rate 0.64% among 360,000 | AID 602440; in the data active = inhibition mostly above about 40%, no sharp cut-off; inactive = mostly below about 27%
Target sequence (Q96LD8 whole entry, looked up): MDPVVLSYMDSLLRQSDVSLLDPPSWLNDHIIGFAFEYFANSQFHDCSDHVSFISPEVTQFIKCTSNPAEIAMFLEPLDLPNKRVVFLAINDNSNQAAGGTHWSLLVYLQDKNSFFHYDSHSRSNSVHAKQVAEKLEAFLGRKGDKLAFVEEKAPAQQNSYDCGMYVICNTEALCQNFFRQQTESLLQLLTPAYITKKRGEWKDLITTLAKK
SENP1 FRET inh – blocks the human SENP1 SUMO protease catalytic domain | Q9P0U3 | recombinant SENP1 catalytic domain, CyPet-SUMO1-YPet FRET cleavage | inhibition, % at 10 µM | hit rate 0.21% among 360,000 | AID 624204;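 active = inhibition at least 30% at 10 µM, raw YFP signal under a set limit, fluorescence ratio 0.5 to 1.5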;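 also: 0% = enzyme with DMSO and 100% = no enzyme wells; some results filed as inactive read as strong as hits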
Target sequence (Q9P0U3 419-644 limits assumed): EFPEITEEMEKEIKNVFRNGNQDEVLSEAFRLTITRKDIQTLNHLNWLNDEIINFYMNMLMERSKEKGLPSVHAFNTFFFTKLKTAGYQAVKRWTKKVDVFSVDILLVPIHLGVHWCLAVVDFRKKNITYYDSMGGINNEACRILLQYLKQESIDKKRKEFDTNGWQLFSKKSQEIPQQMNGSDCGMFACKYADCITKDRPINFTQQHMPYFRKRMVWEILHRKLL
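Assay system – human recombinant His6-tagged SENP1 catalytic domain enzyme · Input – SENP1 enzyme, 20 pM final · Buffer or medium – Tris pH 8 buffer plus EDTA, NaCl, BME, BSA, NP40, catalase · Schedule – 50 min reaction at room temperature · Technique – FRET read of cyan and yellow fluorescence · Control set – no-enzyme wells low, DMSO-plus-enzyme wells high control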
MPTP block – blocks calcium-induced mitochondrial swelling | hit rate 1.4% among 360,000 | AID 602449 | inhibition, % at 10 µM | isolated mouse mitochondria, Ca2+ swelling absorbance, 30 min;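 active = inhibition of 50% or more, scaled per plate between neutral and stimulator controls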;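 also: 0% = DMSO wells given calcium and 100% = 1 mM EGTA wells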
ATG4B inhibitor – blocks human ATG4B protease cleavage of LC3 substrate | hit rate 0.51% among 340,000 | inhibition, % at 8.33 µM | AID 504462 | ATG4B cleavage of LC3-PLA2, NBD-HPC fluorescence, 1 h | Q9Y4P1; in the data active = inhibition above about 40%
* hit, by the source's call; . = not tested or not shown.

SMILES | NR3A LBD binder | PfGluPho inh | hIAP activ | SENP6 inh | SENP8 inh | SENP1 FRET inh | MPTP block | ATG4B inhibitor
CCC1(C)NC(=O)N(CC(=O)NCC(=O)Nc2c(C)cc(C)cc2C)C1=O (configuration not stated) | -1 | -11 | 1.1 | -6 | 8 | 1 | 0.8 | 3
Cc1ccc(C)c2c1cc(C)c1nnc(SCC(=O)Nc3cccc(C(=O)O)c3)n12 | 0 | 17 | 1.1 | 2 | -130 | -2 | 1.2 | -4
Cc1cc(C)cc(NC(=O)C2C3C=CC4(O3)C2C(=O)N(CCCN2CCCC2)C4C(=O)NC2CCCC(C)C2C)c1 (configuration not stated) | -3 | 1 | 1.8 | 11 | 7 | 1 | 0.3 | 1
COc1nsnc1N1CCOCC1 | 1 | -1 | 0.92 | 17 | 8 | 1 | -2.0 | -5
C[C@H](CO)N1C[C@H](C)[C@@H](CN(C)C(=O)Nc2ccc3c(c2)OCO3)Oc2c(NS(=O)(=O)c3ccc(F)cc3)cccc2C1=O | 0 | 11 | 1.1 | -15 | 3 | 2 | 0.6 | -4
C=CCC[C@@H](Cc1ccc(F)cc1)C(=O)OC[C@@H](NC(=O)[C@H](CC=C)CC(=O)N(CCO)Cc1ccccc1)c1ccccc1 | -2 | 7 | 1.8 | 6 | 1 | 1 | 1.3 | 53*
CCCCn1c(=O)[nH]c(=O)c2c1nc(CN1C(=O)c3ccccc3S1(=O)=O)n2CCC | 0 | -5 | 0.89 | 9 | 4 | -1 | -0.1 | 1
Cc1cccc(NC(=S)N(CCCN(C)C)Cc2cc3cc4c(cc3[nH]c2=O)OCO4)c1 | -2 | 2 | 1.1 | -5 | -388 | -1 | -3.7 | -5
CCOc1cc(CNn2c(C)nnc2SCC(=O)NC(C)(C)C)ccc1OCC(=O)NC(C)(C)C | -5 | -23 | 1.1 | 3 | 10 | 1 | -1.3 | -4
CC(C)(C)c1ccccc1OCCOCCNCc1ccccc1 | 2 | 10 | 0.9 | 12 | 5 | 3 | 3.3 | 0
CCc1ccc2nc(NC(=O)C3CSC4(C)CCC(=O)N34)sc2c1 (configuration not stated) | -2 | 13 | 1.1 | 0 | -11 | -3 | -1.4 | -6
CCN1CNC(=S)N(c2cccc(C)c2C)C1 | 1 | 7 | 1 | -2 | 14 | 3 | 1.1 | 1
O=C(Nc1nc2ccccc2n1CCOc1ccc(Cl)cc1)c1ccco1 | -14 | 17 | 1.3 | -8 | -122 | -1 | 0.7 | 1
CC1CCCN(Cc2c(O)ccc3c4c(c(=O)oc23)CCCC4)C1 (configuration not stated) | 0 | -21 | 1.1 | 12 | -426 | -185 | 1.4 | 0
COc1ccc(N2C(=O)CC(S/C(N)=N/N=C(\C)c3cccs3)C2=O)cc1 (configuration not stated) | -9 | -13 | 1.1 | -10 | 28 | 4 | -0.7 | 5

2 records picked at random from those above, as already listed:
SMILES | NR3A LBD binder | PfGluPho inh | hIAP activ | SENP6 inh | SENP8 inh | SENP1 FRET inh | MPTP block | ATG4B inhibitor
CCCCn1c(=O)[nH]c(=O)c2c1nc(CN1C(=O)c3ccccc3S1(=O)=O)n2CCC | 0 | -5 | 0.89 | 9 | 4 | -1 | -0.1 | 1
O=C(Nc1nc2ccccc2n1CCOc1ccc(Cl)cc1)c1ccco1 | -14 | 17 | 1.3 | -8 | -122 | -1 | 0.7 | 1

The listing continues:
SMILES | NR3A LBD binder | PfGluPho inh | hIAP activ | SENP6 inh | SENP8 inh | SENP1 FRET inh | MPTP block | ATG4B inhibitor
COCCN(C(=O)CSc1nnc(-c2ccccc2C)n1C)c1c(N)n(Cc2ccccc2)c(=O)[nH]c1=O | -1 | -4 | 0.96 | -11 | 2 | -7 | 0.7 | -6
CC(C)(C)NC(=O)CN(Cc1ccc2c(c1)OCO2)C(=O)CNS(=O)(=O)c1ccccc1 | -3 | 1 | 1 | 11 | 9 | 2 | -4.3 | -8
CC(C)(C)N1C(=O)c2ccc(C(=O)Nc3ccc(C(=O)O)cc3)cc2C1=O | 1 | -24 | 0.83 | -11 | 12 | 0 | 0.4 | 1
Cc1ccccc1OCC(=O)N/N=C/c1ccco1 | 0 | 5 | 0.93 | -9 | 20 | -1 | -0.2 | -8
Cc1cc(C(=O)c2ccccc2)cc(C)c1O | 3 | 8 | . | . | 13 | 4 | -1.3 | 0
COc1cccc(CN(C)CC(=O)Nc2cccc3ccccc23)c1 | 0 | 1 | 1.1 | -8 | 23 | 2 | -0.2 | -1
CCOc1cc(C(c2c(C)[nH][nH]c2=O)c2c(C)[nH][nH]c2=O)cc(Cl)c1O | 2 | 20 | 1 | 11 | 39 | 2 | 0.0 | -5
COc1ccc(-c2csc(NC(=O)c3c(OC)cccc3OC)n2)cc1 | -3 | 3 | 1.2 | -14 | 8 | 1 | -0.5 | 1
CCc1nc2ccccc2n1CCc1ccccc1 | -2 | 1 | 0.94 | -7 | 7 | 3 | 0.8 | -3
O=C(c1ccccc1)N1CCN(C(=O)c2ccc3c(c2)OCO3)CC1 | 1 | 2 | 0.9 | -12 | 0 | 0 | 0.1 | -1
O=C(CCC(=O)c1ccc(Oc2ccccc2)cc1)Nc1ccc(C(=O)O)cc1 | -1 | -14 | 0.9 | -4 | 8 | 2 | 0.2 | 2
O=C(NCC1CCCO1)c1ccc(COc2ccccc2)cc1 (configuration not stated) | 0 | 3 | 1 | -3 | -1 | 2 | -0.3 | 1
N#Cc1c(C(F)(F)F)cc(-c2ccc(Cl)cc2)nc1SCC(=O)O | 2 | -10 | 0.89 | 9 | -14 | 5 | -2.0 | 2
Cc1cccn2c(=O)c(C=O)c(Nc3ccc(S(N)(=O)=O)cc3)nc12 | -2 | -6 | 1 | 0 | 9 | -1 | -0.5 | 8
CCOc1ccc(C(=O)N2CCN(c3ccccn3)CC2)cc1 | 2 | -2 | 1.1 | 8 | -4 | 10 | 0.7 | 1
CCc1ccc(/C=N/NC(=O)c2nnn(-c3nonc3N)c2C(C)C)cc1 | 7 | -24 | 0.67 | 2 | 19 | 0 | 0.0 | -3
FC(F)(F)c1cccc(NC(=S)Nc2cccc(Cl)c2)c1 | 16* | -18 | 0.95 | 7 | 10 | 0 | 98* | 44*
Fc1ccccc1-c1csc(=Nc2cccnc2)n1CC1CCCO1 (configuration not stated) | -1 | -15 | 1.1 | -13 | 12 | -2 | 2.8 | 1
CN1CCN/C1=C(/C(Cl)=C(Cl)Cl)[N+](=O)[O-] | 0 | 18 | 0.98 | 1 | 17 | 0 | -0.1 | 6
O=C(Nc1cccnc1)c1ccc(Cl)c(S(=O)(=O)N2CCCCCC2)c1 | 0 | 0 | 1.2 | 11 | 18 | 2 | 1.2 | -10
N/C(=N\OC(=O)COc1ccccc1Cl)c1ccccn1 | 3 | 13 | . | . | 18 | -2 | 0.8 | -26
CN(C)CCCNc1cc(-c2ccccc2)nc2cc(-c3cccc(F)c3)nn12 | -1 | -3 | 1 | 9 | -300 | -48 | 4.8 | 3
C=C(C)CN(CC)C(=O)CC1C(=O)NCCN1C (configuration not stated) | 1 | -3 | 0.95 | 7 | 16 | 4 | 0.0 | 8
CCN1CCN(c2ccc(NC(=O)c3ccccc3F)cc2Cl)CC1 | 1 | 16 | 0.97 | -16 | 14 | 1 | 1.9 | -9
O=C(CN1C(=O)c2ccccc2S1(=O)=O)NCc1ccc2c(c1)OCO2 | 0 | -2 | 0.86 | -7 | 7 | 1 | 0.5 | -10
Cc1ccc(CNC(=O)COC(=O)c2cncc(Br)c2)cc1 | 0 | 1 | 0.92 | -6 | 3 | -13 | -1.3 | -3
C=CCNC(=S)NNc1nc(Nc2ccccc2)nc(N2CCCCC2)n1 | -10 | 19 | 1.7 | 8 | 0 | 2 | -0.5 | -9
CCN1/C(=C2\SC(=S)N(Cc3ccccc3)C2=O)Sc2ccccc21 | -1 | -19 | 0.96 | -19 | 5 | -22 | 0.7 | 11
CN(C)C(=O)CCc1ccc2c3c([nH]c2c1)[C@]1(CCC2CCCC2)[C@@H](C(=O)N2CCOCC2)C[C@H](CC(=O)NCCN2CCOCC2)C(=O)N1CC3 | -1 | 11 | . | . | 14 | 1 | -0.6 | -3
CCOC(=O)CCCCCC(=O)Nc1ccc2c(c1)C(=O)N([C@@H](C)CO)C[C@H](C)[C@H](CN(C)C(=O)NC(C)C)OCCCC[C@H](C)O2 | . | 7 | . | . | -51 | 1 | -0.7 | .
COc1ccc(O)cc1 | 0 | -6 | 0.95 | -1 | 48* | 3 | 2.6 | -3
CCCN(C(=O)COC(=O)CCOc1ccc(C)cc1)c1c(N)n(Cc2ccccc2)c(=O)[nH]c1=O | -1 | -4 | 1.1 | -9 | 8 | -3 | -0.2 | -1
Cn1c(=O)c2c(nc(N3CCCC3)n2CC(O)CO)n(C)c1=O (configuration not stated) | -15 | -19 | 1.1 | -21 | 11 | 1 | -0.8 | 4
C=CCn1c(=O)c2c3c(sc2n2c(Nc4ccc(OC)cc4)nnc12)CCCC3 | -3 | 10 | 1.1 | 5 | 15 | 0 | -0.6 | 7
Cc1nnc(NC(=O)CSc2nc(N)c(NC(=O)c3cccs3)c(=O)[nH]2)s1 | 1 | -1 | 0.97 | -15 | 14 | 2 | 0.7 | -3
COc1cc(C(=O)OCC(=O)c2ccccc2)cc2c1OCCO2 | -2 | -4 | 1 | 1 | 8 | 2 | 0.2 | 12
Cc1cc(C)n2nc(S(=O)(=O)NC(C)(C)C)nc2n1 | 0 | 3 | 0.91 | -16 | 2 | 0 | -1.0 | -6
Cc1ccn2c(=O)c(C(=O)NC3CCCCC3C)c(O)nc2c1 (configuration not stated) | 0 | -23 | 1.1 | -1 | -437 | 4 | 0.1 | 5
Cn1nnc(NC(=O)c2ccccc2F)n1 | 1 | -5 | 1.1 | -10 | 31 | 2 | -0.9 | -5
Cc1sc2ncnc(NCC3COc4ccccc4O3)c2c1C (configuration not stated) | 1 | 11 | . | . | -12 | -4 | 100* | -5
CN(C(=O)COC(=O)COc1ccc2c(c1)CCC2)c1c(N)n(Cc2ccccc2)c(=O)[nH]c1=O | 18* | 3 | 0.96 | -3 | 0 | 0 | -0.9 | -3
CCC(=O)c1ccc(OCC(=O)OCC(=O)NC2CCCC2)cc1 | -1 | -19 | 1 | -5 | 4 | -1 | -1.3 | 0
O=C(NCc1ccco1)c1sc2ccccc2c1Cl | 0 | -5 | 1.1 | 12 | 26 | -4 | -7.2 | 3
Cc1cccc(NS(=O)(=O)Cc2ccccc2)n1 | 1 | -13 | 1.2 | -9 | -496 | 1 | -0.5 | 5
O=C(NC(=S)Nc1cccc(O)c1)C12CC3CC(CC(C3)C1)C2 | . | 8 | . | . | 14 | -1 | 1.1 | .

Some of these compounds in order of molar mass, descending:
SMILES | NR3A LBD binder | PfGluPho inh | hIAP activ | SENP6 inh | SENP8 inh | SENP1 FRET inh | MPTP block | ATG4B inhibitor
CCCN(C(=O)COC(=O)CCOc1ccc(C)cc1)c1c(N)n(Cc2ccccc2)c(=O)[nH]c1=O | -1 | -4 | 1.1 | -9 | 8 | -3 | -0.2 | -1
Cc1nnc(NC(=O)CSc2nc(N)c(NC(=O)c3cccs3)c(=O)[nH]2)s1 | 1 | -1 | 0.97 | -15 | 14 | 2 | 0.7 | -3
CCC(=O)c1ccc(OCC(=O)OCC(=O)NC2CCCC2)cc1 | -1 | -19 | 1 | -5 | 4 | -1 | -1.3 | 0
Cc1sc2ncnc(NCC3COc4ccccc4O3)c2c1C (configuration not stated) | 1 | 11 | . | . | -12 | -4 | 100* | -5
Cc1ccn2c(=O)c(C(=O)NC3CCCCC3C)c(O)nc2c1 (configuration not stated) | 0 | -23 | 1.1 | -1 | -437 | 4 | 0.1 | 5
Cc1cccc(NS(=O)(=O)Cc2ccccc2)n1 | 1 | -13 | 1.2 | -9 | -496 | 1 | -0.5 | 5
Cn1nnc(NC(=O)c2ccccc2F)n1 | 1 | -5 | 1.1 | -10 | 31 | 2 | -0.9 | -5

Bioassay records (PubChem BioAssay)
